Assay outcomes from PubChem BioAssay.
M. tuberculosis HTS – M. tuberculosis growth inhibition, HTS (AID 449762); 0.59% of 330,000 active; M. tuberculosis H37Rv growth inhibition, 7H9 media; higher % means a stronger effect; inhibition, % at 25 µM, or IC50 in µM where a hit was titrated; in the data active means a potency from the dose series; inconclusive means inhibition above about 70% without an active follow-up result;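 further: bacterial growth assessed after seven days of incubation; strong numbers were not always called active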
VEEV TC-83 Vero – inhibitors of VEEV TC-83 cytopathic effect, confirmation, Vero cells (AID 588727); inhibition, % at 20 µM; hits with a dose series show IC50 in µM; Vero cells, VEEV TC-83 cytopathic effect inhibition; higher % means a stronger effect; 0.13% of 350,000 active; in the data active means a potency from the dose series; inconclusive means inhibition mostly from about 14% at the one dose, without a potency; inactive means the rest, 99 in 100 with inhibition below about 12%; further: strong numbers were not always called active
influenza NS1A – H1N1 influenza NS1A inhibitors, functional cell based assay (AID 504329). inhibition, % at 12.5 µM, or IC50 in µM where a hit was titrated. 0.3% of 340,000 active. NS1A functional cell-based assay, percent inhibition; higher % means a stronger effect; in the data active means a potency from the dose series; inconclusive means inhibition above about 27% without an active follow-up result; further: strong numbers were not always called active
PhoP GFP inhibition – PhoP regulon inhibitors, Salmonella typhi PhoP promoter GFP reporter, confirmatory (AID 1850); Salmonella Typhi PhoP-promoter GFP reporter, fluorescence, 4 h; higher % means a stronger effect; inhibition, % at 50 µM; hits with a dose series show IC50 in µM; 0.33% of 310,000 active; in the data active means a potency from the dose series; inconclusive means inhibition mostly from about 25% at the one dose, without a potency; inactive means the rest, 99 in 100 with inhibition below about 19%;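 further: 0% = induced wells with vehicle and 100% = uninduced wells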
tuberculosis growth – growth inhibition of non-replicating M. tuberculosis (AID 488890); Mycobacterium tuberculosis non-replicating, growth inhibition; higher % means a stronger effect; inhibition, % at 25 µM; hits with a dose series show IC50 in µM; 0.39% of 320,000 active; in the data active means a potency from the dose series; inconclusive means inhibition mostly from about 82% at the one dose, without a potency; inactive means the rest, 99 in 100 with inhibition below about 76%;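 further: plate controls were DMSO cells for no effect and high antibiotic wells for full effect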
VEEV TC-83 Vero 10K pilot screen – second read-out of VEEV TC-83 Vero, no call of its own (marks repeat the call); inhibition, %; measured here: 10K pilot screen inhibition
Active calls of the source: *; i = inactive; u = inconclusive; x = not tested or not shown.

SMILES | M. tuberculosis HTS | VEEV TC-83 Vero | influenza NS1A | PhoP GFP inhibition | tuberculosis growth | others
COc1ccc(CNC(=O)C2CC(C)=C(C)CC2C(=O)O)cc1OC (configuration not stated) | 7% | 0.2% | -28% | -3% | -12%
O=C(O)c1ccn(COc2ccc(Br)cc2)n1 | -4% | 0.7% | -1% | -2% | -12%
Cc1ccc(CNC(=O)C(=O)NCC2OCCN2S(=O)(=O)c2cccs2)cc1 (configuration not stated) | -3% | 0.3% | -2% | 3% | 20% | VEEV TC-83 Vero 10K pilot screen=0.0
CCOc1cccc2sc(N(CCN(C)C)C(=O)/C=C/c3cccs3)nc12 | u | i | -2% | -4% | 72%
COc1cc(C(=O)NCC(=O)N2CC=C(c3ccccc3)CC2)cc(OC)c1OC | 1% | 9.3% | -4% | 5% | -4%
N#Cc1c(-c2ccco2)nc(SCc2ccc(F)cc2)[nH]c1=O | -10% | i | 3% | -11% | 58%
O=C(C1=C(O)C(=O)N(Cc2ccco2)C1c1cccs1)c1cccs1 (configuration not stated) | 5% | i | -5% | 3% | 19%
CC(C)C(NC(=O)c1ccc(C(C)(C)C)cc1)C(=O)NCc1ccccn1 (configuration not stated) | 4% | 0.6% | 6% | x | 19%
Cn1c(SCc2nc3ccccc3n2CCO)nc2ccccc21 | 9% | 1.9% | 8% | -1% | 11%
CCCc1n[nH]c(=O)[nH]1 | -3% | 1.7% | -5% | -1% | -17%
CCOC(=O)c1cn[nH]c1NC(=S)Nc1ccc(Cl)cc1 | -2% | 1.8% | x | -7% | -18%
OCC[C@H]1C[C@H](O)[C@@H](O)[C@]2(Cc3ccccc3CO2)O1 | -12% | i | -5% | 4% | -7%
O=C(Cn1cccc1C(=O)c1ccccc1)NCCCN1CCc2ccccc2C1 | 11% | i | -2% | 12% | 37%
Cc1ccc(NC(=O)CN(C)C(=O)Cc2ccccc2F)cc1 | 5% | 0.1% | 0% | 11% | 10%
N#CC1C=Cc2c(ccc3ccccc23)N1C(=O)c1ccccc1 (configuration not stated) | x | 9.4% | -2% | x | x
CCOC(=O)c1ccc(NC(=O)Cn2nnc(-c3ccccc3)n2)cc1 | -11% | 0.7% | 4% | -5% | 55%
O=C(CN1C(=O)/C(=C/c2ccccc2)SC1=S)NC1C=CS(=O)(=O)C1 (configuration not stated) | 3% | 0.7% | -6% | 0% | -14%
COc1cc(CCC(C)=O)ccc1OC(=O)c1c(F)cccc1Cl | 3% | 2.0% | -24% | -1% | 17%
O=C(COc1ccccc1)NNC(=O)c1cccs1 | 11% | 2.4% | 3% | -1% | u
CCOC(=O)C1C(c2cccc([N+](=O)[O-])c2)C2C(=O)NN=C2CC1(C)O (configuration not stated) | -2% | 0.8% | -5% | 5% | -15%

Pulled by structure from above, six records:
SMILES | M. tuberculosis HTS | VEEV TC-83 Vero | influenza NS1A | PhoP GFP inhibition | tuberculosis growth | others
O=C(O)c1ccn(COc2ccc(Br)cc2)n1 | -4% | 0.7% | -1% | -2% | -12%
COc1cc(C(=O)NCC(=O)N2CC=C(c3ccccc3)CC2)cc(OC)c1OC | 1% | 9.3% | -4% | 5% | -4%
CCOc1cccc2sc(N(CCN(C)C)C(=O)/C=C/c3cccs3)nc12 | u | i | -2% | -4% | 72%
CCOC(=O)C1C(c2cccc([N+](=O)[O-])c2)C2C(=O)NN=C2CC1(C)O (configuration not stated) | -2% | 0.8% | -5% | 5% | -15%
Cc1ccc(CNC(=O)C(=O)NCC2OCCN2S(=O)(=O)c2cccs2)cc1 (configuration not stated) | -3% | 0.3% | -2% | 3% | 20% | VEEV TC-83 Vero 10K pilot screen=0.0
CCCc1n[nH]c(=O)[nH]1 | -3% | 1.7% | -5% | -1% | -17%

Later entries
SMILES | M. tuberculosis HTS | VEEV TC-83 Vero | influenza NS1A | PhoP GFP inhibition | tuberculosis growth | others
CS(=O)(=O)N(CC(=O)NC1CC1)c1cccc(F)c1 | 0% | 0.6% | -6% | -2% | 1%
CCn1c(=O)c2ccccc2n(CC(=O)NC2CCCCC2)c1=O | 10% | 0.8% | 4% | -28% | -4%
CCOC(=O)c1c(C)[nH]c(C)c1S(=O)(=O)N(C)CC(=O)NCc1ccc(C)cc1 | 6% | 0.1% | 0% | 10% | 8%
CCCc1cc(=O)[nH]c(SCC(=O)Nc2cccc3ccccc23)n1 | 1% | i | 5% | 10% | 22%
O=c1c2ccccc2[nH]c(=S)n1CCCN1CCN(C2CCCCC2)CC1 | -1% | i | -2% | 8% | 67%
CN1C(=O)N(C)C(=O)C2(Cc3cc(NC(=O)c4ccccc4)ccc3N3CCCC32)C1=O (configuration not stated) | 6% | 0.3% | 7% | 2% | 25%
COc1ccc(S(=O)(=O)NC2CC3CCC2C3)cc1Cl (configuration not stated) | -4% | i | -1% | -7% | 10% | VEEV TC-83 Vero 10K pilot screen=0.0
O=C(O)Cn1nnc(-c2cccs2)n1 | -3% | i | 2% | -1% | -15%
Cc1ccc(-n2nc3c(=O)n(CCCC(=O)NC4CCC(C)CC4)nc(C)c3c2C)cc1 (configuration not stated) | 0% | i | -1% | -7% | 4%
CCN(CC)c1ccc(NC(=S)Nc2ccc(F)cc2)cc1 | x | 1.8% | 24% | x | x
Cc1ccc(-c2nn(-c3ccccc3)cc2C(=O)NCC2CCCO2)cc1 (configuration not stated) | 35% | 10% | 2% | 4% | 3%
Cc1cc(NC(=O)CSc2nc(-c3ccccc3Cl)nc3c2c(=O)n(C)c(=O)n3C)no1 | 6% | 0.2% | -4% | 5% | 1%
Cc1ccc(N=Nc2c(N)[nH]n3c(=O)cc(C)nc23)cc1 | 3% | 0.6% | -2% | -1% | 43%
Cc1cc(C(=O)Cn2cnc3ccccc3c2=O)c(C)n1C1CC1 | 10% | 1.1% | 7% | -9% | 2%
COc1ccccc1/C=C1\SC(=S)N(CCC(=O)Nc2cc(C)on2)C1=O | u | 3.3% | 1% | -8% | 21%
NNC(=O)CCN1CCCCC1 | -2% | 1.2% | -4% | -17% | 7%
C=C1CCN([C@@H](Cc2ccccc2)C(=O)NCc2ccccc2)S(=O)(=O)c2ccccc21 | -1% | 4.9% | 4% | -9% | 10%
Cn1c(=NC(=O)CS(=O)(=O)c2ccccc2)sc2cc([N+](=O)[O-])ccc21 | -1% | 1.6% | 4% | -4% | -8%
CC(c1nc2ccccc2c(=O)[nH]1)N1CCCN(S(=O)(=O)c2ccc(F)cc2)CC1 (configuration not stated) | 37% | 7.2% | -2% | x | 47%
CCN(CC)CCNC(=O)C(C)c1nn(C)c(=O)c2ccccc12 (configuration not stated) | -9% | 1.3% | 1% | 6% | -4%
CCOC(=O)N1CCN(Cc2cn3ccccc3n2)CC1 | 0% | 1.7% | 9% | 3% | -6%
COc1ccc(C(C)(C)C)cc1NC(=O)COC(=O)c1cnc(C)cn1 | 9% | 0.7% | 1% | 8% | 23%
Cc1ccc(S(=O)(=O)N(C)C)cc1NC(=O)[C@H](Cc1ccccc1)N1C(=O)c2ccccc2C1=O | -3% | 0.4% | 2% | -7% | -15%
COCCNC(=O)/C(C#N)=C\c1ccc(CNC(=O)C(=O)Nc2ccc(C)c(C)c2)o1 | -7% | 1.6% | 6% | 2% | -2%
COc1ccc(/C=C2\SC(=S)N(NS(=O)(=O)c3ccccc3)C2=O)c(OC)c1 | 5% | 2.3% | -2% | -15% | 11%
COc1cccc(CN2CCCC(N3CCc4ccccc4C3)C2)c1O (configuration not stated) | -3% | 1.2% | -1% | -3% | 7%
CSc1nc(N2CCN(c3ccccc3)CC2)cc(N2CCN(c3ccccc3)CC2)n1 | -4% | 3.1% | 5% | 5% | -19%
COc1ccc(-c2nc3ccccn3c2Cl)cc1 | 10% | 0.1% | 5% | -9% | 62%
Cc1cccc(N=C2NC(=O)/C(=C/c3cn(C)c4ccccc34)S2)c1 | 51% | 6.8% | 6% | -6% | 6%
Cc1ccc(NC(=O)c2ncn(CCCNCc3ccccc3)n2)cc1C | x | 1.9% | -11% | x | x
CC(C(=O)N(C)C1CCS(=O)(=O)C1)N1C(=O)/C(=C/c2cccs2)SC1=S (configuration not stated) | -1% | 7.0% | -4% | -31% | 50%
O=C(Cn1cnc2c(nnn2Cc2ccccc2)c1=O)N1CCN(c2ccccc2)CC1 | -8% | i | 0% | -4% | 11%
CCOCCCn1c(SCC(=O)/C(C#N)=C(\C)N)nc2ccccc2c1=O | 6% | 0.4% | 3% | -25% | -2%
CC1CCCN(Cc2cnc(Cl)s2)C1 (configuration not stated) | -6% | i | -4% | -4% | -4%
O=c1cc2c(c(-c3ccccc3)n1Cc1ccccc1)[C@H](CCO)NC2 | x | 0.7% | -18% | x | x
NC(=O)CC(NC(=O)c1cccc(Br)c1)c1ccc(N2CCCCCC2)c([N+](=O)[O-])c1 (configuration not stated) | -6% | i | -6% | 2% | 11% | VEEV TC-83 Vero 10K pilot screen=0.1
CN1CCN(C(=O)c2cnn(-c3ccccc3)c2NC(=O)c2ccc([N+](=O)[O-])cc2)CC1 | 14% | 0.3% | 9% | -9% | 0%
CCCCc1cc(=O)oc2c(CN3CCCC3)c(O)c(Cl)cc12 | -4% | i | -9% | -8% | 6%
CCN(CC(=O)Nc1c(F)cccc1F)C(=O)CCC(=O)c1ccc(C)cc1 | -6% | 2.6% | -5% | 1% | -15%
Cc1cc(C(=O)N2CCc3ccccc3C2)c(C)o1 | x | 8.0% | -1% | x | x
COC(=O)c1ccc(NC(=S)N2CCN(Cc3ccccc3Cl)CC2)cc1 | 4% | 1.9% | 8% | -4% | 45%
COc1cccc2cc(C(C)N(CCCN3CCOCC3)C(=S)Nc3cc(C)cc(C)c3)oc12 (configuration not stated) | 2% | 0.6% | -16% | 3% | 2%
CCOC(=O)N1C2=NC(C(=O)OC)=C(C(=O)OC)[C@@H]3N(C)c4ccc(OC)cc4[C@]23C[C@H]1C(=O)OC | 1% | i | 11% | 0% | -5%
CCOC(=O)Cn1ccc(NC(=O)c2ccc3c(c2)OCO3)n1 | -7% | 0.3% | 4% | -4% | x
CCOC(=O)C1CCCN(c2nc3ccccc3nc2C(C#N)C(=O)OCC)C1 (configuration not stated) | 1% | 8.4% | 0% | -1% | 22%
CC1C(=O)C(C)C(c2ccc3c(c2)OCO3)NC1c1ccc2c(c1)OCO2 (configuration not stated) | -3% | 0.1% | 2% | 0% | 3%
Cc1cccc2c(C(=O)N3CCN(c4ccccn4)CC3)cc(-c3cccc(Br)c3)nc12 | 62% | 3.9% | 0% | -11% | 24%
O=C(CC1C(=O)NCCN1Cc1ccc(Cl)c(F)c1)NC1CCC1 (configuration not stated) | 3% | 1.8% | 0% | -4% | -3%
Cc1ccc(N/C(=N/S(=O)(=O)c2cccs2)c2ccccc2)c(C)c1 | -5% | i | -5% | -4% | 14%
COc1cc(OC)cc(-c2nc3nc(C)c(CCC(=O)NCc4ccco4)c(C)n3n2)c1 | -2% | 0.6% | -3% | -3% | -10%
Cc1ccc2nc(NC(=O)C3=NN(c4ccccc4)C(=O)CC3)sc2c1 | 27% | 0.4% | 1% | -10% | -8%
Cc1[nH]n(-c2ccccc2)c(=O)c1CCOC(=O)c1cccc(C(F)(F)F)c1 | 3% | 1.2% | 0% | -4% | 35%
Cn1c(=O)n(Cc2ccc(F)cc2)c(=O)c2c1nc1n2CCCN1C1CCCCC1 | u | 6.5% | 22% | 9% | 15%
CC(C)C(NC(=O)C1CCC(C(C)(C)C)CC1)C(=O)NCc1cccnc1 (configuration not stated) | 4% | i | 0% | 2% | 25%
COCCN=c1scc(-c2ccccc2)n1/N=C/c1c[nH]c2ccccc12 | 8% | 4.9% | 17% | 3% | 17%
Cc1ccccc1SCC(=O)N/N=C/c1ccc(F)cc1 | 10% | 1.9% | -6% | -4% | 20%
CCOc1cc(NC(=S)Nc2cccc(C)c2)c(OCC)cc1NC(=O)CC(C)C | x | 2.1% | 7% | x | x
CC(C)(C)[C@H]1C=C(C(=O)N2CCN(Cc3ccccc3)CC2)O[C@@H](OCc2ccc(CO)cc2)C1 | 0% | 5.4% | 3% | 12% | 12%
O=C(CCNS(=O)(=O)c1cccc(Cl)c1)OCC(=O)N1CCN(C(=O)c2ccco2)CC1 | -6% | 0.8% | 0% | x | -12%
O=C(CC1S/C(=N\S(=O)(=O)c2ccccc2)N(c2ccccc2)C1=O)Nc1ccc(F)cc1 (configuration not stated) | 1% | 2.0% | -4% | -9% | 10%
